Bioassay records deposited in PubChem by several laboratories.
phage Ecoli inh: growth loss of phage-infected E. coli, primary screen, RecBCD inhibitor project, absorbance, with phage, HTS | AID 651602, 2012 | hit rate 0.26% among 360,000 | inhibition, % at 11.9 µM; in the data active = inhibition above about 11%
SUMO Mot1 rescue: yeast Mot1-301 growth rescue at high temperature, primary screen, SUMOylation pathway inhibitor project, S. cerevisiae, ATP luminescence, 38.5C | S. cerevisiae Mot1-301 growth rescue; percent above DMSO median, 100 means doubled | growth rescue, % at 18.8 µM | hit rate 1% among 320,000;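 active = every valid replicate shows activation above 250% relative to neutral control wells; inactive = the rest, any valid replicate at or below 250%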;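 also: OY570 slx delta 5 strain wells were the positive control but not used for scaling; some compounds called inactive have numbers as strong as hits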
PKA-R2B activ: activators of PKA-R2B holoenzyme, primary screen, biochemical, fluorescence polarization, Cy5-IP20, human | activation, % at 11.4 µM | hit rate 0.079% among 340,000 | AID 504700, 2011 | PKA-R2B holoenzyme dissociation; R2B truncated from residue 108, S112A mutant; 0% DMSO only, 100% 113 µM cGMP;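 active = activation above a cutoff set at the mean over all compounds plus 3 SD, cut at about 18% in these data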;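 also: higher means more holoenzyme dissociation and a rise in polarization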
AddAB inh: growth inhibition of E. coli expressing H. pylori AddAB, primary screen, AddAB inhibitor project, absorbance; inhibition, % at 11.9 µM; hit rate 0.29% among 330,000; in the data active = inhibition above about 12%;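 also: 0% = vehicle wells of infected cells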
MOR-DOR inv ag: inverse agonists of MOR-DOR heterodimerization, primary screen, cell-based, luminescence; cell-based MOR-DOR heterodimer luminescence, inverse agonism; hit rate 0.21% among 340,000; inhibition, % at 9.3 µM; AID 504357, 2011; in the data active = inhibition above about 22%, passing the limit was not always enough;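 also: 0% = cells with DMSO and 100% = wells without cells with DMSO; values of inactives mirror those of a sister screen read the other way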
Target sequence (P35372 whole entry, looked up): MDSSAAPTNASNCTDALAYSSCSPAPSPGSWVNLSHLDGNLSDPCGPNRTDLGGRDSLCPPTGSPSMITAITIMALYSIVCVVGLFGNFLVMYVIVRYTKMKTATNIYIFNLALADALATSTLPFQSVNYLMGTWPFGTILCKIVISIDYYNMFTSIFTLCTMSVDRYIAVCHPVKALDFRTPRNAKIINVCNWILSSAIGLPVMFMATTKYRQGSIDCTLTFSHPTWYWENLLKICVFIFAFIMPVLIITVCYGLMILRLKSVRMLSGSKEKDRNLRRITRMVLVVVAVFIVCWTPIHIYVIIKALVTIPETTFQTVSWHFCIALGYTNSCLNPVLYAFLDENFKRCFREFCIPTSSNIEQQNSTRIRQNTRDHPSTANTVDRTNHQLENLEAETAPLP
Target sequence (P41143 whole entry, looked up): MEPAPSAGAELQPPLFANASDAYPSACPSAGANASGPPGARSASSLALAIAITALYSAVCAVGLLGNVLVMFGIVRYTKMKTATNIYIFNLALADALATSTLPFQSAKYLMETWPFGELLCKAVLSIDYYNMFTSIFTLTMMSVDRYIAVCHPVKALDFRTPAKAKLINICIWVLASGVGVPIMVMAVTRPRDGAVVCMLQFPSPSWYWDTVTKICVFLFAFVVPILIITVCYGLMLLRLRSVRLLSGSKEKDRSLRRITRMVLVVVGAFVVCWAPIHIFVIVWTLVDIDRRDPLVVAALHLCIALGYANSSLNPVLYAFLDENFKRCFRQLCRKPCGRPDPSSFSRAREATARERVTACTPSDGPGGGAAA
HTR5A inv ctr: HTR5A inverse agonists in luminescence cell assay, primary screen, counter-screen for OPRM1-OPRD1 heterodimer inverse agonist project, full-deck HTS; HTR5A cell line, inverse agonism; 5-hydroxytryptamine receptor 5A (Homo sapiens), P47898; inhibition, % at 9.3 µM; hit rate 0.083% among 340,000; in the data active = inhibition mostly above about 23%, no sharp cut-off; inactive = mostly below about 18%;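 also: 0% = cells with DMSO and 100% = no-cell wells with DMSO; some compounds called inactive have numbers as strong as hits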
MOR-DOR ag: agonists of OPRM1-OPRD1 heterodimerization, primary screen, cell-based, luminescence; hit rate 0.3% among 340,000; Mu-type opioid receptor (Homo sapiens) + Delta-type opioid receptor (Homo sapiens), …; cells; activation, % at 9.3 µM; in the data active = activation above about 18%;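 also: 0% = vehicle-treated cells and 100% = reference agonist; values of inactives mirror those of a sister screen read the other way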
PKA-R1A act: activators of PKA-R1A holoenzyme, primary screen, biochemical, fluorescence polarization, Cy5-IP20, bovine R1A, mouse PKAc; AID 504707, 2011; cAMP-dependent protein kinase type I-alpha regulatory subunit (Bos taurus) + …; hit rate 0.083% among 340,000; PKA-R1A dissociation; scaled: DMSO 0%, 113 µM cGMP 100%; activation, % at 11.4 µM;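 active = percent activation above the mean of all tested compounds plus 3 SD, cut at about 19% in these data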;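 also: higher means more PKAc released from R1A so a rise in polarization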
PfHsp90 yeast 2: growth inhibition of PfHsp90-expressing yeast, primary screen, antimalarial PfHsp90 inhibitor project, S. cerevisiae, BacTiter-Glo luminescence, single point, set 2 | BacTiter-Glo ATP, 48 h; yeast lacking PDR1 and PDR3 efflux regulators | AID 504621, 2011 | inhibition, % at 9.4 µM | hit rate 0.32% among 310,000;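 active = every replicate shows inhibition above about 80%, whatever the replicate mean, limit read from the data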;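 also: 0% = DMSO neutral controls and 100% = 20 µM radicicol positive controls; yeast relying on Plasmodium falciparum Hsp90 in place of its own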
Tat transport: E. coli Tat export inhibitors, primary screen, MC4100, TorA-mCherry reporter, fluorescence, single point; inhibition, % at 10 µM; hit rate 0.036% among 340,000; AID 488895, 2010;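 active = mean replicate inhibition at least 50% and at least half of replicates individually reaching 50%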;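 also: exported cargo escapes ClpAP degradation while cytoplasmic cargo is degraded and loses fluorescence; 0% = median of neutral control wells and 100% = median of NaSCN control wells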
Ecoli viability: E. coli V3065 growth inhibition, primary screen, counter-screen for AddAB inhibitor project, absorbance, OD600; 18 h; AID 449728, 2010; hit rate 0.27% among 330,000; inhibition, % at 11.9 µM;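 active = inhibition above the campaign's mean inhibition across all tested compounds plus 3 SD, cut at about 9.9% in these data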;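 also: uninfected addAB+ strain grown without phage in ampicillin broth; 0% = DMSO wells and 100% = ciprofloxacin 0.95 µg/ml wells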
An asterisk follows results filed as active; x = no result given; & = joins results of further samples.

SMILES	phage Ecoli inh	SUMO Mot1 rescue	PKA-R2B activ	AddAB inh	MOR-DOR inv ag	HTR5A inv ctr	MOR-DOR ag	PKA-R1A act	PfHsp90 yeast 2	Tat transport	Ecoli viability
Cc1cc(C)c2oc(C(=O)Nc3nnc(C(C)C)s3)cc(=O)c2c1	1.9	19	-7	1.7	4	3	-0.6	-2	x	-8	1.8
Cc1cc(C(=O)CSc2nnc(-c3ccccc3F)o2)c(C)n1Cc1cccs1	0.8	1	-3	2.2	2	-9	-0.5	12	-11	-5	2.0
CCN(c1ccccc1)S(=O)(=O)c1ccc(OC)c(NC(=O)CCc2nc3ccccc3c(=O)[nH]2)c1	4.0	-4	2	4.1	4	4	-0.6	-1	12	3	-1.2
O=C(CSCc1c(Cl)cccc1Cl)Nc1nccs1	3.0	-6	-7	3.1	1	-3	-0.2	-10	4	3	1.5
C[C@H](CO)N1C[C@H](C)[C@@H](CN(C)S(=O)(=O)c2cccs2)Oc2ccc(NS(=O)(=O)c3ccc(F)cc3)cc2C1=O	2.1	-3	1	2.4	6	9	-1.1	5	5	16	-0.9
CCCC(=O)Nc1ccc(-c2cnc(-c3ccc(NC(=O)CCC)cc3)nc2)cc1	3.4	26	4	1.4	8	-6	-1.6	4	18	0	-1.7
Cc1ccc(S(=O)(=O)NC(=NC(Cc2ccccc2)C(=O)O)c2ccccc2)cc1 (stereo not given)	0.4	-8	-4	1.1	12	-7	-1.9	-1	2	0	-1.4
O=c1[nH][nH]c2c(N=Cc3ccccc3O)ccc(F)c12	x	x	6	x	-9	10	2.0	1	21	4	x
O=C(/C=C/c1ccccc1Cl)c1cccnc1	1.9	275*	2	2.7	4	-39	-0.6	-6	71	-8	1.5
CSCC(=O)NCC1(N(C)Cc2ccccc2)Cc2ccccc2C1	1.1	-5	-3	-0.2	-2	3	0.4	12	0	-7	-1.3
CC(C)Cc1nnc(NC(=O)CSc2nc(=O)cc(N)n2-c2ccccc2)s1	2.1	-19	3	-0.2	12	-13	-2.6	6	20	1	-3.9
CCOc1ccc(NC(=O)CCNS(=O)(=O)c2ccc3c(c2)oc(=O)n3C)cc1	1.1	0	-8	3.1	21	32	-4.0	-13	-2	-4	-2.6
COc1ccc(N2CC(C(=O)NCCC3=CCCCC3)CC2=O)cc1 (stereo not given)	4.0	-8	5	2.3	6	-12	-1.2	2	-7	-5	-3.2
CCN(C(=O)CSc1nc2ccc(OC)cc2[nH]1)C1CCS(=O)(=O)C1 (stereo not given)	1.2	-23	6	0.5	13	-20	-2.4	-1	-33	1	-0.9
CCN1CCN(C(=O)c2cc3cc4cc(OC)ccc4nc3s2)CC1	0.5	5	-4	4.7	11	-3	-2.6	-2	-22	-5	-0.4
Cc1cc(C)c(C(=O)N(C)C2CCCN(Cc3ccccc3F)C2)o1 (stereo not given)	-0.2	4	5	1.3	-9	0	2.2	6	8	-6	1.9
Cc1cc(=O)n2nc(N3CCCC3C(=O)NCCCN3CCCCC3)sc2n1 (stereo not given)	3.6	-16	0	1.9	-2	7	0.3	6	10	4	2.2
O=C(Cn1cnc2c(nnn2-c2ccccc2)c1=O)N1CCOCC1	2.7	-20	0	-0.5	10	-156	-1.7	-8	4	12	-0.2
CCC(=O)N1CCC2(CC1)Oc1ccc(Cl)cc1C(=O)C21CC(c2cccnc2)=NO1 (stereo not given)	1.3	-18	5	2.1	-3	1	0.5	-13	33	-9	-2.1
CCOc1ccc(Cn2nnc(C(=O)Nc3ccc(OC)cc3OC)c2N)cc1	11*	-7	2	3.7	-5	-7	1.0	-4	14	1	-3.0
CCOC(=O)C1CCCc2c1[nH]c1c(C(N)=O)cccc21 (stereo not given)	5.7	372	-6	5.3	6	-13	-1.1	-2	-6	22	1.5
Cc1cnc(C(=O)OC(C)C(=O)Nc2ccccc2-c2ccccc2)cn1 (stereo not given)	-1.8	4	3	1.7	7	6	-1.1	2	x	2	0.8
CCOc1ccc2oc(C(=O)NNC(=O)c3csc(N4CCOCC4)n3)c(C)c2c1	-2.9	8	-12	3.4	3	-12	-0.6	0	-18	0	-5.4
O=C(NCc1cccnc1)c1cccc(S(=O)(=O)NCc2ccccc2)c1	4.6	94	-15	3.9	-5	11	0.8	-1	-4	-7	-1.4
CN(c1ccc(C(=O)NC2CC3CCC2C3)cc1)S(C)(=O)=O (stereo not given)	3.0	1	-2	1.5	11	-14	-2.2	0	0	-3	-2.3
Next results:
SMILES	phage Ecoli inh	SUMO Mot1 rescue	PKA-R2B activ	AddAB inh	MOR-DOR inv ag	HTR5A inv ctr	MOR-DOR ag	PKA-R1A act	PfHsp90 yeast 2	Tat transport	Ecoli viability
CCCn1c(N)c(C(=O)CSc2nnc(N)s2)c(=O)[nH]c1=O	1.3	5	-10	1.4	8	-9	-2.1	-2	x	5	-1.9
Cc1ccc(-c2cc(C(F)F)n3ncc(C(=O)N4CCN(c5ccccn5)CC4)c3n2)cc1	0.6	1	-9	-0.3	1	-41	-0.1	3	-28	5	0.7
O=S(=O)(c1ccccc1)c1nc(-c2ccco2)oc1NCCCN1CCOCC1	0.9	1	5	2.3	18	3	-4.3	12	-19	-2	1.0
COc1ccc(S(=O)(=O)NC(CC(=O)NCC2CCCO2)c2ccco2)cc1 (stereo not given)	2.9	5	-5	2.7	6	22	-1.2	-6	x	-5	-0.4
Cc1cccc(-n2c(C)cc(/C=N/NC(N)=S)c2C)c1	2.9	16	-5	0.8	27	12	-5.1	-3	2	8	2.1
COc1ccc(Cl)cc1NC(=O)c1[nH]nc(OC)c1[N+](=O)[O-]	5.6	-14	-8	4.1	9	-15	-1.4	-1	-7	10	-2.1
O=C(NCCS(=O)(=O)N1CCN(c2ccc(F)cc2)CC1)c1ccc2c(c1)OCO2	4.0	-14	-6	5.0	-7	10	1.0	0	-6	8	1.7
CCS(=O)(=O)Nc1ccc(C2=NN(C(C)=O)C(c3cccs3)C2)cc1 (stereo not given)	3.4	-3	-6	-2.5	20	4	-4.1	-10	-14	-10	1.2
O=C1NC2CCc3nc4ccccc4c(=O)n3C2=Nc2ccccc21 (stereo not given)	4.0	-15	-5	3.0	18	14	-3.7	-9	9	0	1.5
COC(=O)C1=C(CSCc2ccco2)NC(=O)NC1c1cc(C)ccc1C (stereo not given)	1.4	21	0	2.2	-2	2	0.4	-2	13	5	-2.5
Cc1cc(SCC(=O)N/N=C/c2ccco2)nc2ccccc12	1.4	83	x	1.0	x	x	x	x	18	0	0.7
Cc1ccc(NC(=O)NNC(=O)c2cc3ccccc3cc2O)cc1C	6.7	50	-3	8.8	-1	-17	0.2	2	-1	0	4.8
O=C(CNCc1ccccc1Cl)Nc1ccc(C(=O)N2CCCCC2)cc1	3.0	-20	-4	2.2	-3	9	0.5	-6	1	-6	0.1
O=C(COC(=O)Cc1ccc(Cl)c(Cl)c1)NCc1ccco1	-3.4	103	-11	1.4	12	-18	-2.4	10	-6	5	0.1
CCN(CCO)c1ccc(-n2c(N)c(C(=O)OC)c3nc4ccccc4nc32)cc1	-0.2	x	-3	0.8	-3	3	0.7	-11	10	-3	-1.3
O=C(N/N=C/c1ccc(OC(=O)c2ccco2)cc1)c1ccc[n+]([O-])c1	0.8	2	-2	0.5	7	-14	-1.3	9	-12	20	-0.4
CS/C(=N\S(=O)(=O)c1cccs1)Nc1ccc(Br)cc1F	1.7&1.3	-14	3&-5	0.4	-8&5	2&9	1.5&-0.9	-3&0	-26&-5	-9&2	-1.4
Cc1ccc(C2CC(c3ccco3)n3ncnc3N2)cc1 (stereo not given)	0.8	15	4	0.9	18	1	-3.7	1	25	8	-1.5
CCC(=O)Nc1nc2ccccc2n1Cc1ccccc1C	-0.8	146	-6	-1.6	-9	-19	1.6	-11	-10	-8	-3.5
Cc1cc(C)cc(C(=O)n2cnnc2N)c1	1.1	-1	-15	3.9	5	-8	-0.9	-10	18	-2	2.3
O=C(NCCc1ccccc1)c1cc(S(=O)(=O)N2CCOCC2)ccc1F	0.2	-1	9	1.2	2	7	-0.4	-7	26	-4	-1.8
COc1cccc(-c2nc(CS(=O)CC(=O)NC3CC3)c(C)o2)c1 (stereo not given)	2.3	6	-4	0.2	-3	-12	0.6	-7	16	6	-1.3
CCOc1ccc(Nc2nc3ccccc3n3nnnc23)cc1	2.9	-2	1	-3.4	-63	-1	11	-6	8	6	-3.6
CN(C)S(=O)(=O)c1ccc(S(=O)(=O)NCCN2CCOCC2)cc1	1.1	-2	-13	1.9	-3	1	0.7	-15	-3	-5	-1.3
COc1ccc(-c2cc(=O)c3cc(C)ccc3[nH]2)cc1	7.8	1	-5	5.3	14	-9	-2.4	-2	-2	-2	7.9
Next section:
SMILES	phage Ecoli inh	SUMO Mot1 rescue	PKA-R2B activ	AddAB inh	MOR-DOR inv ag	HTR5A inv ctr	MOR-DOR ag	PKA-R1A act	PfHsp90 yeast 2	Tat transport	Ecoli viability
CCOc1ccc(C/C(O)=C2\C(=O)CC(C)(C)CC2=NCC(=O)O)cc1OCC	4.9	4	x	1.2	x	x	x	x	-17	-6	2.4
O=C(CNC(=O)c1ccc(Br)o1)NCc1ccccc1Cl	-0.1	-8	1	x	4	-3	-1.0	-6	-10	0	x
COc1ccccc1NC(=O)CSc1nnc(-c2ccoc2C)n1CC1CCCO1 (stereo not given)	5.3	-27	8	1.7	16	-5	-2.5	-8	-5	-3	-0.1
CCN(CC)CCN(C(=O)c1ccc2c(c1)OCCO2)c1nc2ccc(C)cc2s1	4.6	31	-5	1.7	-7	0	1.4	-1	8	29	2.1
COCC1CCN(Cc2nc(-c3ccc(OC)cc3)no2)CC1	3.4	-7	5	9.0	-2	14	0.3	-13	x	-9	-1.7
COc1cc(-c2[nH]ncc2CN2CCc3sccc3C2)cc(OC)c1OC	2.1	-14	3	1.0	1	-10	-0.2	-1	-7	5	-2.7
O=C(Nc1ccccc1)C1=C[C@@H](C2CCCCC2)C[C@@H](OCCCCO)O1	0.7	5	2	4.3	-14	-2	2.5	-3	-11	24	0.0
CC(=O)Oc1ccc(-c2csnn2)cc1	2.9	-3	-8	4.8	3	10	-0.7	3	x	4	-1.1
O=C(N/N=C/c1ccc([N+](=O)[O-])o1)c1ccccc1-n1cccc1	-1.0	3	0	1.1	-23	7	4.1	-3	-6	7	1.2
